Source: PubChem BioAssay (National Center for Advancing Translational Sciences (NCATS))
pAkt inh: HTS Assay for Inhibitors of Akt Phophorylation: Primary Screen | Neuro2A IGF-stimulated pAkt S473 HTRF, 20 min; active compounds read low | AID 651550, 2012 | activity change, % for hits at 50 µM | 0.32% of 360,000 active; in the data active means activity change below about -80%; inconclusive means mostly about -51% to -80%; further: on the % scale 0 is the no-effect control and ±100 the full control effect
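Single-point screen (50 µM final compound) in Neuro2A cells stimulated 20 min with 6 nM IGF at 37 deg C. After lysis, Ser473-phosphorylated Akt read by HTRF (ex 330 nm, em 615/665 nm) as the 665/615 ratio.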
PTHR1 agonist: qHTS for PTHR1 Agonists: Primary Screen | Parathyroid hormone/parathyroid hormone-related peptide receptor (Homo sapiens), Q03431 | HEK293 GP2 PTHR1 cells, GloSensor cAMP luminescence, 1 h | Potency, µM (highest dose often 115 µM), inactives show at the highest dose activation, usual class: activators | 0.075% of 410,000 active; further: potency means the concentration at half of the fitted maximal effect; nearly all actives have a fitted effect of over 55% in size; some results filed as inactive show a strong effect at the top dose; inactives centre near -15; many of its hits are not listed in these tables
Target sequence (Q03431 whole entry, looked up): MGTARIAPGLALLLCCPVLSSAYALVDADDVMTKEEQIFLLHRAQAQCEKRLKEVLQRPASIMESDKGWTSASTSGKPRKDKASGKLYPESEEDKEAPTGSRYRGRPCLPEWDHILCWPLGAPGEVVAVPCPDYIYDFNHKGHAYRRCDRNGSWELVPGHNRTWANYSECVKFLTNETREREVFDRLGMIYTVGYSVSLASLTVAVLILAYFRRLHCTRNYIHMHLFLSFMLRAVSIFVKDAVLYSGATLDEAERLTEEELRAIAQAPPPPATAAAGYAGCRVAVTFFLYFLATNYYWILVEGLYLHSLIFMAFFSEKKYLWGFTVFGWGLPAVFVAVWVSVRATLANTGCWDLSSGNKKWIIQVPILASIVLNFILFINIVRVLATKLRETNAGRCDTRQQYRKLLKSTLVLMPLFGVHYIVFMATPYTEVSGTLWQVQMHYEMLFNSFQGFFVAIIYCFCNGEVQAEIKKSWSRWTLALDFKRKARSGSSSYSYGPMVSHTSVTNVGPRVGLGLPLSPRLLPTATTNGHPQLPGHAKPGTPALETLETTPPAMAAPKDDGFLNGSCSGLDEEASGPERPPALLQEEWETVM
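HEK-293-derived GP2 cells expressing PTHR1 and a GloSensor cAMP reporter, 3,000/well, plated overnight, given luciferin plus IBMX (each 0.5 mM as added) for 1 h at 37 °C, then compound for 1 h at 37 °C. Luminescence was read after 15 min at room temperature.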
EPAC2 antagonist: qHTS for Antagonist of cAMP-regulated guanine nucleotide exchange factor 2 (EPAC2): primary screen; Rap guanine nucleotide exchange factor 4 (Homo sapiens), Q8WZA2; EPAC2 GEF exchange of Rap1B-BODIPY-GDP, fluorescence; Potency, µM (titrated, usually from 114 µM), for inactives: at the highest dose activity, negative = inhibition, actives largely listed as inhibitors; 0.18% of 360,000 active; further: potency means the concentration at half of the fitted maximal effect; on the % scale 0 is the no-effect control and ±100 the full control effect; nearly all actives have a fitted effect of over 45% in size; many of its hits are not listed in these tables
Mm-Cpn inhibitor: Inhibitors of TCP-1 ring complex (TRiC) of Methanococcus maripaludis (MmCpn): qHTS; Chaperonin Mm-Cpn (Methanococcus maripaludis); purified Mm-Cpn ATPase, ADP Transcreener TR-FRET; Potency, µM (doses to about 76.9 µM), inactives show at the highest dose activity, negative = inhibition, most hits filed as inhibitors; 0.031% of 330,000 active; AID 504842, 2011; further: potency means the concentration at half of the fitted maximal effect; on the % scale 0 is the no-effect control and ±100 the full control effect; nearly all actives have a fitted effect of over 80% in size
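Reaction buffer contained 30 mM Tris pH 7.4, 100 mM KCl, 5 mM MgCl2 and 1 mM DTT. Mm-CPN (25 nM final) hydrolysed 10 uM ATP over 30 min at 37°C; ADP was read by HTRF.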
D3 antag: qHTS of D3 Dopamine Receptor Antagonist: qHTS | D(3) dopamine receptor (Homo sapiens), P35462 | D3R cells, DiscoveRx beta-arrestin luminescence, antagonist mode; active compounds read low | max response, negative = inhibition, % | 2.5% of 360,000 active | AID 652054, 2013; in the data active means max response below about -50%; inconclusive means no clear call, values can overlap the other calls; further: on the % scale 0 is the no-effect control and ±100 the full control effect; mostly tested at two doses, the higher about 12 µM
Target sequence (P35462 whole entry, looked up): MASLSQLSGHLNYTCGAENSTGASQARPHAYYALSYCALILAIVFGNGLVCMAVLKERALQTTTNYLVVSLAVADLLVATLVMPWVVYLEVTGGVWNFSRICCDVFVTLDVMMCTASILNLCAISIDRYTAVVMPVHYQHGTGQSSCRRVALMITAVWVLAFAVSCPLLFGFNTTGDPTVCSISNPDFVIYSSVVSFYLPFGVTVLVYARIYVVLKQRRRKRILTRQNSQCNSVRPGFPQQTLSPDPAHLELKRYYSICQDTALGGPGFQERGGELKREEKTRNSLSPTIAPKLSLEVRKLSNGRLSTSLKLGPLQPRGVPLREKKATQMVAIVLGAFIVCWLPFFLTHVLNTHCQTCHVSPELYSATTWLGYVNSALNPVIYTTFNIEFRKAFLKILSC
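Cells plated overnight at 1500 cells/well, then exposed to library compounds with dopamine controls for 90 minutes at 37 degrees C. DiscoveRx reagent added for 30–60 minutes at room temperature; luminescence read, quantitative HTS format.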
D3 ag: qHTS of D3 Dopamine Receptor Agonist: qHTS; D(3) dopamine receptor (Homo sapiens), P35462; D3R DiscoveRx beta-arrestin cells, luminescence, 90 min; 0.58% of 410,000 active; max activation, %; in the data active means max activation above about 30%; further: 0% is about no effect; mostly tested at two doses, the higher about 12 µM
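Agonist mode: compounds and dopamine controls were applied to plated cells for 90 min at 37 degrees C after an overnight attachment at 1500 cells/well. Luminescent read-out followed 30 - 60 minutes at room temperature with DiscoveRx detection reagent.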
CCT chaperon mod: High-Throughput Screening for Modulators of Cytosolic Chaperonin Activity; 0.3% of 360,000 active; AID 651819, 2012; activity change, % (test concentration not listed), hits read low; purified chaperonin ATPase assay, HTRF ADP detection, 30 min; in the data active means activity change below about -30%; further: on the % scale 0 is the no-effect control and ±100 the full control effect
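TRiC (40 or 20 nM final, by batch activity) in 30 mM Tris pH 7.4, 100 mM KCl, 5 mM MgCl2, 1 mM DTT was treated with compound at 76 uM single dose, then 10 uM ATP, 30 min at 37 °C. ADP was read by HTRF Transcreener.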
EPAC2 ag: qHTS for Agonist of cAMP-regulated guanine nucleotide exchange factor 4 (EPAC2): primary screen; Rap guanine nucleotide exchange factor 4 (Homo sapiens), Q8WZA2; EPAC2 activation, biochemical qHTS; response scale: 100% = 6.5 mM cAMP response; Potency, µM (series often up to 154 µM), without a hit: at the highest dose activation, most hits filed as activators; 0.079% of 360,000 active; AID 720711, 2013; further: potency means the concentration at half of the fitted maximal effect; nearly all actives have a fitted effect of over 50% in size
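EPAC2 (100 nM) mixed with Rap1B loaded with BODIPY-GDP (250 nM) plus 50 uM unlabeled GDP; compounds pinned in, 5 min RT, then read every 5 min for 30 min (ex 480, em 540 nm). Normalized to cAMP control.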
Starred values were filed as active, the others as inactive; i = inactive; ? = inconclusive; . = not tested or not shown; & = joins results of further samples; [ ] = dose if it differs, or a comment. Unless noted, the call rests on the fitted dose curve; in most records, active means well fitted curve in the direction sought with a large enough effect; inconclusive means small, poorly fitted or top-dose-only effect, or another doubt; inactive means no such curve, though single readings can be large; an effect the other way counts as inactive or inconclusive. The list is partial (hit frequency here may not be typical).

SMILES	pAkt inh	PTHR1 agonist	EPAC2 antagonist	Mm-Cpn inhibitor	D3 antag	D3 ag	CCT chaperon mod	EPAC2 ag
CCOc1ccc(-n2c(N)c(C(=O)NCC3CCCO3)sc2=S)cc1 (stereo not drawn)	i	-7%	17%	0%	?	-8	-0.4	4%
O=C(COC(=O)c1ccccc1NS(=O)(=O)c1cccs1)NCC12CC3CC(CC(C3)C1)C2	i	-32%[inhibitor]	-8%	-9%	22	2	-5.3	5%
CC(=O)NCCNC(=O)c1oc2ccccc2c1CSc1ncn[nH]1	i	i	-1%	0%	-1	7	0.7	1%
O=c1nc2onnc2c(C=NO)[nH]1	i	-11%	5%	.	-6	5	-1.0	4%
CC(C)(C)OC(=O)N1CCC(Cc2cc(-c3ccc(Cl)cc3)no2)(C(=O)O)CC1	i	-16%	9%	-1%	12	17	-3.4	0%
CC1=NN(c2ccccc2)C(=O)/C1=C\C=C\c1ccccc1	i	-28%	-6%	-4%	-5	3	-0.3	2%
N#Cc1cccc(CS(=O)(=O)c2ccc(Cl)cc2)c1	i	i	2%	2%	4	-2	-1.5	7%
COc1ccc(-c2nn3c(COc4ccccc4)nnc3s2)cc1OC	-117%*	-21%[57.5 µM]	-7%	3%	-8	-1	-0.8	7%
Cc1ccc(C(=O)NN2CCOCC2)cc1[N+](=O)[O-]	i	-22%	2%	0%	10	-3	1.9	10%
CCOC(=O)c1sc(NS(=O)(=O)c2cc(C)ccc2C)nc1C	i	i	-2%	-2%	?	-6	1.9	-9%
Cc1cc(C)cc(NC(=O)C2CCCN(c3ncccn3)C2)c1 (stereo not drawn)	i	i	-3%	2%	0	-1	0.3	2%
CON(C)C(=O)CC1(CN(Cc2ccccc2)C(=O)OC(C)(C)C)CCCCC1	i	-14%	-16%	?	4	20	0.7	-6%
CCC(=O)N1CCc2cc(S(=O)(=O)N3CCN(c4cc(C)ccc4C)CC3)ccc21	i	?	-2%	-1%	2	-4	-6.6	-2%
CCn1c(SCC(=O)Nc2sc(C)c(C)c2C#N)nnc1C1CC1	i	i	3%	1%	7	5	-1.3	-2%
CCC(Cc1ccccc1)NC(=O)C1=C(C)C(=O)OC12CCC(C)CC2 (stereo not drawn)	i	i	5%	0%	-5	21	-3.5	-3%
Cc1cc(-c2cccs2)n[nH]1	i	i	-3%	-2%	8	-3	-5.3	-21%
O=C(Cc1ccc(F)cc1)N1CCN(c2ccc([N+](=O)[O-])cc2)CC1	i	-37%	2%	1%	-10	5	0.3	0%
CC(C)N(C(=O)COC(=O)c1ccc(Cl)c(S(N)(=O)=O)c1)C(C)C	i	i	-24%	-1%	-11	3	-1.6	9%
Nc1nonc1-c1nc2ccccc2n1Cc1ccc(F)cc1Cl	i	-54%[inhibitor]	-13%	-2%	36	3	-0.3	2%
Cc1cc(C)nc(SCC(=O)N(C)CC(=O)Nc2c(Cl)cccc2Cl)n1	i	i	4%	3%	4	-1	-0.7	-1%
CC(=O)NCCc1ccc(S(=O)(=O)N(C)C2CCS(=O)(=O)C2)cc1 (stereo not drawn)	i	i	5%	3%	18	-5	-2.2	2%
COc1ccccc1N1CCN(S(=O)(=O)c2cc(-c3cc(C)no3)ccc2C(C)C)CC1	i	-13%	-3%	0%	-1	2	-2.7	3%
Cc1nc2ccc(Cl)cn2c1C(=O)NN	i	i	7%	-2%	-7	10	-0.2	4%
Cc1ccc(S(=O)(=O)Nc2cc(C)cn(Cc3ccc(F)cc3)c2=O)cc1	i	-19%	9%	-4%	12	1	-0.6	-17%
CCCCOc1ccc(N(CC(=O)NC(C)(C)C)C(=O)CCC(=O)Nc2nccs2)cc1	i	i	0%	0%	0	0	-21	-8%
COc1ccc(NC(=O)NNC(=O)c2ccc(Cl)cc2Cl)cc1OC	i	i	0%	0%	1	2	1.6	-4%
CN1C(=O)CC(C(=O)Nc2ccc(F)cc2)SC1=Nc1ccc2c(c1)OCO2 (stereo not drawn)	i	i	-4%	1%	5	-3	-0.7	3%
O=C1OC(c2ccc(F)cc2)=N/C1=C\C=C/c1ccccc1	i	13%	4%	-2%	13	0	2.4	-7%
CCOc1ccc2nc(NC(=O)c3ccc(OCC4CCCO4)cc3)sc2c1 (stereo not drawn)	i	-43%[inhibitor]	-4%	-24%	32	27	-2.5	3%
CCCCn1cnc2c(SCc3ccc(Br)cc3)nc(N)nc21	i	-38%[inhibitor]	?	.	0	9	1.6	13%
COc1ccccc1-c1noc2ncnc(Nc3ccccc3C)c12	i	-17%	17%	1%	?	0	-0.2	9%
Cc1ccc(-n2nc3c(N4CCC(C(=O)NCCc5ccccc5C)CC4)nnc(C)c3c2C)cc1	i	-36%[inhibitor]	4%	-10%	-22	-16&-6	0.0	4%
CCn1nc(C)c(Br)c1-c1nc(-c2ccc(C)cc2)no1	i	i	2%	-1%	39	35*	0.3	-3%
O=C1c2ccccc2NC(c2cnc3ccccc3n2)N1O (stereo not drawn)	?	-15%[57.5 µM]	14%	-1%	17	-5	1.9	-2%
CN=c1scc(-c2ccc(Cl)cc2)n1C	i	-2%	15%	1%	4	2	0.0	-2%
O=C(C1CCCO1)N1CCC(O)(c2ccccc2)CC1 (stereo not drawn)	i	-4%	-1%	-1%	9	3	0.4	9%
O=C(Nc1cc(S(=O)(=O)N2CCOCC2)ccc1N1CCOCC1)c1cccc(Cl)c1	i	i	-26%	.	2	-1	-1.8	9%
CCc1nnc(NC(=O)CSc2nnc(-c3ccccc3NC(=O)c3ccccc3)o2)s1	i	i	-3%	-1%	-20	-6	-1.4	5%
CCOc1ccc2nc(NC(=O)C3CCN(S(=O)(=O)c4cnc[nH]4)CC3)sc2c1	i	-29%	-2%	1%	-5	-1	-1.8	11%
COc1ccc(N(CC(=O)N2CCc3ccccc3C2)S(=O)(=O)c2ccccc2)cc1	i	-17%	12%	0%	-23	-11&-17	0.8	12%
c1ccc(-n2ncc3c2ncn2cnnc32)cc1	i	i	4%	0%	23	0	-2.3	-4%
CCCCCCN1C[C@H](n2cc(COC(=O)c3ccccc3)nn2)[C@@H](O)C[C@@H]1c1ccc(OC)cc1	i	-35%[inhibitor]	-16%	.	1	3	-1.7	-4%
CC1(C2CC2)NC(=O)N(CC(=O)Nc2ccccc2-c2ccccc2)C1=O (stereo not drawn)	i	?	19%	1%	-24	3	-0.4	12%
C=C1CCN(c2ccc(C(=O)NCc3ccccc3)cc2[N+](=O)[O-])CC1	i	i	1%	2%	-30	-11	2.1	7%
CC(Sc1cccc(C(F)(F)F)c1)C(=O)NC(N)=O (stereo not drawn)	i	i	-4%	-1%	17	0	0.7	1%

One compound at a time, from the list above. Values in the order: pAkt inh | PTHR1 agonist | EPAC2 antagonist | Mm-Cpn inhibitor | D3 antag | D3 ag | CCT chaperon mod | EPAC2 ag
O=C1c2ccccc2NC(c2cnc3ccccc3n2)N1O (stereo not drawn) is listed with ? | -15%[57.5 µM] | 14% | -1% | 17 | -5 | 1.9 | -2%
Cc1ccc(-n2nc3c(N4CCC(C(=O)NCCc5ccccc5C)CC4)nnc(C)c3c2C)cc1 is listed with i | -36%[inhibitor] | 4% | -10% | -22 | -16&-6 | 0.0 | 4%
CC(Sc1cccc(C(F)(F)F)c1)C(=O)NC(N)=O (stereo not drawn) is listed with i | i | -4% | -1% | 17 | 0 | 0.7 | 1%
c1ccc(-n2ncc3c2ncn2cnnc32)cc1 is listed with i | i | 4% | 0% | 23 | 0 | -2.3 | -4%

(next part)
SMILES	pAkt inh	PTHR1 agonist	EPAC2 antagonist	Mm-Cpn inhibitor	D3 antag	D3 ag	CCT chaperon mod	EPAC2 ag
Cc1cc(OCC(=O)OCC(=O)N2c3ccccc3NC(=O)C2(C)C)ccc1Cl	i	-35%[inhibitor]	-15%	-1%	-2	3	-4.9	18%
COc1cc(N(Cc2ccccc2)Cc2ccccc2)c2ncn(C(C)C)c2c1	i	i	?	1%	-30	5	-1.0	5%
Cc1ccc(SCC(=O)Nc2ccc(S(=O)(=O)Nc3nccs3)cc2)cc1	i	i	-8%	2%	2	1	-2.0	-2%
Fc1ccccc1CNc1nc(NCC2CC2)nc2ccsc12	i	i	-11%	.	17	0	-1.9	18%
O=C(NCc1ccc2c(c1)OCO2)c1ccc(S(=O)(=O)C(F)F)cc1	i	-8%	4%	1%	0	1	-0.5	1%
Cc1oc(-c2ccccc2Cl)nc1CS(=O)CC(=O)NCCCN1CC(C)CC(C)C1 (stereo not drawn)	i	i	-7%	1%	-4	-7	-1.1	11%
Cc1cccc(-n2ncc3c(N4CCC(C)CC4)ncnc32)c1	i	-19%	-10%	-1%	64	5	-0.7	12%
CC(C)N(C(=O)C[n+]1ccsc1N)c1ccccc1	i	-15%	25%	-4%	-6	-3	2.4	21%
O=C(CNC(=O)/C(=C/c1ccccc1)NC(=O)c1ccc(Br)cc1)OCc1ccccc1	i	0%	5%	3%	-14	2	-5.7	7%
COc1cc(SC)ccc1C(=O)NC(C)C	i	i	7%	-4%	-3	5	-6.0	11%
CN1CCN(S(=O)(=O)c2cccc(C(=O)Oc3cccc(Br)c3)c2)CC1	i	-16%	6%	-2%	7	-4	2.5	-12%
C=CCc1ccccc1OCC(CN1CCCCC1)OC(C)=O (stereo not drawn)	i	-1%[57.5 µM]	28%	0%	?	-9	0.0	9%
Cc1cc(C)n2nc(C(=O)OCC(=O)NCc3ccc(F)cc3)nc2n1	i	-5%	3%	0%	7	-2	-1.3	-2%
CCC(=O)Nc1ccc2c(c1)ncn2CCc1ccccc1	i	-5%	25%	-1%	-18	-4	-3.7	15%
NC1=NC(=O)C(Cc2cccc(Cl)c2Cl)S1 (stereo not drawn)	i	-7%	11%	0%	-22	-8	-1.3	7%
COc1ccc(OC)c(CNc2c(C=O)c(=O)[nH]c3ccccc23)c1	i	i	4%	-3%	16	3	0.6	14%
